Screening data from PubChem.
V1R ag counter: agonists of human V1a receptor, primary screen, counter-screen for OXTR agonist project, fluorescence, CHO-V1R cells; AID 2797, 2010; Fluo-8 calcium fluorescence, agonist mode; 0% DMSO, 100% 3 nM vasopressin; hit rate 0.25% among 320,000; Vasopressin V1a receptor (Homo sapiens), P37288; activation, % at 3 µM;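 active = activation above the mean activation of all tested compounds plus 3 SD, per screening run, cut at about 20% in these data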;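 also: signal is peak over basal fluorescence ratio across a 100 second FLIPR read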
Target sequence (P37288 whole entry, looked up): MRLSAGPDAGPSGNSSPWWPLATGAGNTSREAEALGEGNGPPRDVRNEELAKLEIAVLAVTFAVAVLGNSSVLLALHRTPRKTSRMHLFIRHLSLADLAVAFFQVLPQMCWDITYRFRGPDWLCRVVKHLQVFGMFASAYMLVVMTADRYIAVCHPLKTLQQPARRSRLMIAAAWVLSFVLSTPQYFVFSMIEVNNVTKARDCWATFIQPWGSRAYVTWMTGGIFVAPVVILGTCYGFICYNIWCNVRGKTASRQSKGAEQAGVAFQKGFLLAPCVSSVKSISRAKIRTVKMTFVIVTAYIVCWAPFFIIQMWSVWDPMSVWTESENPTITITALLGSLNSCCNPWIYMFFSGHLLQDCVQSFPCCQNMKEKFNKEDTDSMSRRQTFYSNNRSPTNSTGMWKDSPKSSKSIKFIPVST
M1 ag: human M1 muscarinic receptor agonists, primary screen, Fluo-8 calcium fluorescence, CHO-K1 cells, HTS | hit rate 0.33% among 360,000 | AID 588814, 2011 | activation, % at 3 µM | Muscarinic acetylcholine receptor M1 (Homo sapiens), P11229 | CHO-K1 hM1, agonist mode; 0% DMSO, 100% acetylcholine EC100;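 active = activation above the run's mean compound activation plus 3 SD, cut at about 16% in these data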;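 also: peak over basal fluorescence ratio within a 140 s kinetic read after compound addition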
Target sequence (P11229 whole entry, looked up): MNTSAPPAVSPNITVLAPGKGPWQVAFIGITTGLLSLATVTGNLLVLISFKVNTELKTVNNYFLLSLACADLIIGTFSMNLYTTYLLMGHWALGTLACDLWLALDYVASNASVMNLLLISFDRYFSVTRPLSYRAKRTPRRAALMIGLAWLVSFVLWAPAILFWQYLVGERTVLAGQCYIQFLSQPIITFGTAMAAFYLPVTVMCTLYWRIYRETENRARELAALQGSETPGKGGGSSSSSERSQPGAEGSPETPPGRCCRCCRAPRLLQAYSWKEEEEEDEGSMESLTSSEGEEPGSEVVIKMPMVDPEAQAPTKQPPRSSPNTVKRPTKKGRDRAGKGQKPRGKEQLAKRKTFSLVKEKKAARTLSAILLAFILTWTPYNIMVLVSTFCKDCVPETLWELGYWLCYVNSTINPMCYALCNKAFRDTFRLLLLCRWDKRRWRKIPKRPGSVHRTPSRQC
M1 PAM: human M1 muscarinic receptor positive allosteric modulators, primary screen, CHO-K1 cells, Fluo-8 calcium fluorescence, 1536-well; activation, % at 3 µM; Muscarinic acetylcholine receptor M1 (Homo sapiens), P11229; CHO-K1 hM1, ACh EC20; 0% = ACh EC20, 100% = maximal ACh; hit rate 0.088% among 360,000; AID 588819, 2011; in the data active = activation above about 19%, passing the limit was not always enough
OXTR agonist: human OXTR agonists, primary screen, fluorescence, CHO-OTR cells, Fluo-8 calcium. activation, % at 3 µM. Fluo-8 calcium fluorescence; normalized: DMSO 0%, oxytocin 100%. AID 2435, 2010. hit rate 0.32% among 320,000. Oxytocin receptor (Homo sapiens), P30559;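 active = activation above the mean of all tested compounds plus 3 SD, cutoff set per screening run, cut at about 20% in these data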;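 also: peak over basal fluorescence ratio from a 100 s FLIPR kinetic read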
TAAR1 ag: human TAAR1 agonists, primary screen, Fluo-8 calcium fluorescence, CHO RD-HGA16 cells | Trace amine-associated receptor 1 (Homo sapiens), Q96RJ0 | vehicle wells 0%, saturating PEA agonist 100% | activation, % at 3 µM | hit rate 0.99% among 360,000 | AID 624467, 2012;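 active = activation above the mean activation of all test compounds in the run plus 3 SD, cut at about 38% in these data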
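Assay system – CHO-derived RD-HGA16 cells with stable Gα16 and human TAAR1 · Compound dosing – one-point dosing at 3 µM (nominal) · Incubation – 17-24 h seeding, 75 min 37 °C dye, 30 min RT · Measured by – kinetic Fluo-8 calcium fluorescence · Control set – DMSO vehicle as 0%, PEA at EC100 as 100% · Repeats – single well for each compound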
TAAR1 antagonist: human TAAR1 antagonists, primary screen, Fluo-8 calcium fluorescence, CHO RD-HGA16 cells | Trace amine-associated receptor 1 (Homo sapiens), Q96RJ0 | antagonist | inhibition, % at 3 µM | hit rate 1.5% among 360,000 | AID 624466, 2012;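 active = inhibition above a per-plate cutoff, the mean inhibition of test compounds on that plate plus 3 SD, cut at about 49% in these data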;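 also: 0% = DMSO plus EC80 beta-PEA response and 100% = DMSO alone without agonist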
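Assay system: RD-HGA16 CHO cells with stable hTAAR1 and Gα16 / Reagent: EC80 β-phenethylamine stimulus / Doses: 3 µM, single point / Timing: dye loading 75 min at 37 °C, then 30 min room temperature / Measured by: Fluo-8 intracellular calcium dye fluorescence, real-time kinetic reads / Controls: vehicle wells and EC80 agonist wells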
CHRM1 antagonist: human M1 muscarinic receptor antagonists, primary screen, CHO-K1 cells, Fluo-8 calcium fluorescence, 1536-well | CHO-K1 hM1, ACh EC80 antagonist | hit rate 1.3% among 360,000 | AID 588852, 2011 | inhibition, % at 3 µM | Muscarinic acetylcholine receptor M1 (Homo sapiens), P11229;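 active = percent inhibition above its own plate's cutoff, namely the mean of that plate's compound wells plus 3 SD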;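 also: peak over basal fluorescence ratio during 140 s after agonist addition; 0% = ACh EC80 plus DMSO and 100% = DMSO alone without agonist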
OXTR potentiate: human OXTR potentiators, primary screen, fluorescence, CHO-OTR cells, Fluo-8 calcium; Oxytocin receptor (Homo sapiens), P30559; Fluo-8 calcium fluorescence, potentiator mode; 0% = oxytocin EC15, 100% = EC100; activation, % at 3 µM; hit rate 0.061% among 320,000; AID 2445, 2010;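 active = activation above that plate's cutoff, the mean activation of tested compounds plus 3 SD, cut at about 6.6% in these data, passing the limit was not always enough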;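 also: 100% uses oxytocin at 75 nM as the full agonist control; some results filed as inactive read as strong as hits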
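Dosing: Single dose, 3.0 µM nominal final compound concentration | Material: Human OTR in CHO cells | Technique: Kinetic Fluo-8 calcium fluorescence | Benchmarks: EC15 oxytocin alone as 0%, 75 nM oxytocin as 100% | Probe or stimulus: Oxytocin at about EC15, sub-maximal agonist stimulus | Incubation: Compound 6 min at room temperature before oxytocin, 100 s read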
CHO parental Ca: ATP-evoked calcium signal inhibitors, parental CHO, primary screen, counter-screen for OX1R antagonist project, cell-based, fluorescence, Fluo-8 calcium dye; hit rate 0.63% among 330,000; parental CHO-K1, ATP-induced calcium, Fluo-8 fluorescence; inhibition, % at 5.6 µM; AID 463079, 2010;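 active = inhibition above that plate's mean sample inhibition plus 3 SD, cut at about 26% in these data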;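 also: 0% = ATP-challenged DMSO wells and 100% = DMSO wells without ATP; some compounds past the cut are filed as inactive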
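Test system: untransfected parental CHO cell line. Compound: one dose, 5.6 µM nominal. Detection: intracellular calcium via Fluo-8 no-wash fluorescent dye. Measure: % inhibition. Benchmarks: ATP-challenged DMSO wells low, unchallenged DMSO wells high.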
Numbers without * were called inactive; / = no result given.

SMILES | V1R ag counter | M1 ag | M1 PAM | OXTR agonist | TAAR1 ag | TAAR1 antagonist | CHRM1 antagonist | OXTR potentiate | CHO parental Ca
COc1ccc(C(=O)Nc2ccc(N3CCCC3)cc2)cc1OC | / | -6 | 6 | / | -2 | -2 | -7 | / | /
CCc1nnc(NS(=O)(=O)c2ccc(NC(=S)NC(=O)c3cccs3)cc2)s1 | -0.1 | -4 | 13 | -1.3 | 7 | 11 | -7 | -3 | 0
COc1ccc(C(=O)N2CCN(c3ccccn3)CC2)cc1[N+](=O)[O-] | 1.2 | -6 | 2 | 1.6 | 1 | 4 | -2 | -1 | -3
O=[N+]([O-])c1ccccc1/C=N/N1CCN(c2ccncc2S(=O)(=O)N2CCCCC2)CC1 | 1.9 | -4 | -1 | -0.2 | 4 | 33 | -2 | -5 | -9
Cc1cc(C)nc(/N=C(\N)Nc2ccc(C)c([N+](=O)[O-])c2)n1 | 6.0 | -3 | -8 | 12 | 13 | 9 | 11 | -22 | -14
COc1ccc(-n2c(SCC(=O)Nc3ccc(C(N)=O)cc3)nc3ccccc3c2=O)cc1OC | 0.6 | -5 | 7 | -0.3 | 3 | -14 | -10 | -6 | -14
Cc1ccc(C(C)n2cc(C(=O)NCc3ccncc3)nn2)cc1 (stereo not given) | 7.3 | -2 | 12 | 7.2 | 8 | -5 | -4 | -8 | -12
COc1ccc(-n2c(SCC(=O)NCCCN3CCCC3=O)nnc2C(C)N2CCCCC2)cc1 (stereo not given) | 0.3 | -3 | 8 | 0.2 | 10 | 7 | -6 | 4 | 20
CCOc1ccc2[nH]c(=O)c(CN(Cc3ccco3)C(CC)c3nnnn3Cc3ccccc3)cc2c1 (stereo not given) | 0.4 | -2 | 0 | -1.9 | 11 | 25 | -5 | -15 | -35
CCCCNC(=O)Cc1coc2ccc3ccccc3c12 | -0.6 | -1 | 10 | -2.5 | 2 | 7 | 1 | -5 | -23
O=C(OC(C(=O)NC1CCCC1)c1ccccc1F)c1ccco1 (stereo not given) | -1.0 | -3 | 11 | 0.1 | 6 | -2 | -16 | -12 | -8
CC(=O)Nc1ccc(NC2=CC(=O)c3ccccc3C2=O)cc1 | 0.4 | -7 | 4 | -0.3 | 3 | -4 | -9 | -7 | -9
CCCCN(CCCC)C(=O)c1cc2ccccc2c(=O)o1 | 0.7 | -8 | 1 | -1.6 | -1 | 1 | -1 | 1 | 4
NS(=O)(=O)c1ccc(NC(=S)Nc2ccc(S(=O)(=O)Nc3nccs3)cc2)cc1 | / | -4 | 8 | / | 0 | -6 | -10 | / | /
O=C(O)C(C(=O)/C=C/c1ccco1)=C1SCCS1 | 0.7 | -2 | 4 | 0.2 | 4 | 9 | -5 | -11 | -2
CCN(CC)c1nc2c(s1)C(=O)NCCC2 | -0.2 | -12 | -1 | 0.1 | 4 | 2 | 6 | -7 | -4
Cc1nc(SCC(=O)NCc2ccc3c(c2)OCO3)c(C#N)c2c1CCCC2 | 2.6 | -5 | -1 | -2.1 | 14 | 8 | -16 | -4 | -33
CCC(C)c1ccc(O)c(NC(=O)c2cccnc2)c1 (stereo not given) | 4.0 | 0 | -2 | 4.2 | 3 | 8 | -16 | -11 | -9
CCCc1noc2c1C(c1ccoc1)C(C#N)=C(N)N2 (stereo not given) | 0.8 | -2 | 5 | 0.4 | 2 | 12 | -6 | -7 | -15
CN(C)S(=O)(=O)c1cccc(NC(=O)C2Cc3ccccc3CN2C(=O)c2ccco2)c1 (stereo not given) | 1.1 | -7 | 11 | 2.9 | 1 | -6 | -11 | -7 | -10
COc1ccc(C(c2nnnn2-c2ccc(OC)cc2)N2CCN(C/C=C/c3ccccc3)CC2)cc1 (stereo not given) | / | -6 | -26 | / | 0 | 27 | 74* | / | /
COc1ccc(CNC(=O)/C=C/C(=O)O)cc1 | -1.2 | -3 | -7 | 0.1 | 8 | -34 | 20 | -2 | -12
COc1ccccc1OCC(=O)N(Cc1nnc(-c2ccccc2Cl)o1)C1CC1 | -0.9 | -4 | 2 | -1.2 | 1 | -6 | -13 | 0 | -21
CCN1CCN(C(=O)CN(C)S(=O)(=O)c2ccc(Cl)cc2)CC1 | 1.4 | -7 | 5 | 2.5 | 6 | 2 | -10 | -2 | -4
CC(NC(=O)c1ccc(Br)s1)C1CCCO1 (stereo not given) | -0.3 | -5 | -2 | 0.4 | / | / | 11 | 0 | -6
COc1cc(/C=C/C(=O)OCC(=O)N2CCCc3ccccc32)ccc1O | 4.9 | -1 | -8 | 5.7 | 5 | 22 | 10 | -7 | -16
CC(=O)c1cccc(NC(=O)COc2ccccc2)c1 | 1.1 | 1 | 10 | 0.6 | 2 | 11 | 4 | -7 | -8
Cc1cc2cccc(C)c2nc1SCC(=O)N(C)c1nc(-c2ccccc2)cs1 | 0.7 | -4 | 2 | 1.2 | 12 | 1 | 2 | 3 | 4
CCOC(=O)c1ccccc1NC(=O)COC(=O)CCCOc1ccccc1 | -0.8 | -1 | 8 | -0.1 | 3 | -51 | -4 | -11 | -6
COCCNc1nc(NCCOc2ccccc2Cl)c2sc(-c3ccccc3)cc2n1 | / | -4 | 3 | / | -1 | -3 | 2 | / | /
CCN(CC)S(=O)(=O)c1ccc(N2CCCCC2)c(NC(=O)/C(C#N)=C/c2ccc(OC)cc2)c1 | 0.9 | -6 | -4 | -0.8 | 0 | 10 | 4 | -7 | -17
O=C1c2ccccc2-c2n[nH]c(=O)c3ccc(N4CCCCC4)c1c23 | -1.6 | -15 | 8 | -1.0 | -1 | 6 | -10 | -6 | -26
COc1ccc(CNc2nc3ccccc3n2CCN2CCCCC2)c(OC)c1 | 0.0 | -7 | 3 | -1.5 | 7 | 1 | -4 | -1 | -10
COc1cccc(/C=N/n2c(SC)nnc2-c2ccccc2)c1O | 3.6 | 2 | 2 | 3.2 | 9 | -11 | 0 | -2 | -3
CCOc1ccc(CN(C(=O)c2cc3ccccc3oc2=O)C2CC2)cc1 | -0.1 | -2 | 6 | -1.5 | 10 | -7 | -1 | -6 | -11
Cc1cnnc2c1-c1no[n+]([O-])c1CC2 | 1.4 | -2 | 4 | 0.9 | 6 | 11 | 4 | -3 | 1
COc1ccc(C(=O)N2CCCC(C(=O)O)C2)c2ccccc12 (stereo not given) | -0.2 | -2 | 11 | 0.4 | -1 | -1 | -10 | -7 | 5
O=C(CN1CCN(c2ccccc2F)CC1)c1c[nH]c2ccccc12 | 3.6 | -2 | -1 | 4.2 | 26 | 14 | 5 | -12 | -6
CCCCn1c(N)c(N(CCOC)C(=O)CCNC(=O)c2ccc(Cl)cc2)c(=O)[nH]c1=O | -0.5 | -1 | 11 | -0.3 | 1 | -23 | -16 | -7 | -11
Cc1cccc(NC(=O)Cn2cnc3ccc(S(=O)(=O)N4CCC(C)CC4)cc3c2=O)n1 | 1.2 | -5 | -1 | 0.2 | 11 | -1 | 1 | -5 | -6
O=C(CSc1nnc(CNC(=O)c2c(F)cccc2F)o1)Nc1ccc2c(c1)OCCO2 | 0.5 | -2 | 17 | -0.1 | 0 | 4 | -14 | 2 | -7
Cc1nc(CS(=O)(=O)c2ccccn2)sc1C(=O)NNC(=O)c1ccccc1 | -0.4 | -2 | 2 | 0.6 | 0 | 1 | -2 | 0 | -15
CNC(=S)N(Cc1ccccc1)Cc1cccnc1 | 0.5 | -1 | 2 | 3.4 | 4 | -3 | 3 | -1 | -4
C/C(CCC(C)C)=N\NS(=O)(=O)c1ccc(C)c([N+](=O)[O-])c1 | 0.0 | -5 | 5 | -0.6 | 1 | -26 | -25 | -4 | -11
Fc1cccc(C2CC(c3cccc(Br)c3)Nc3nnnn32)c1 (stereo not given) | 3.1 | 0 | 4 | 6.2 | 8 | 13 | -7 | -10 | -18

The last 5 records of the part before lead into the next.
SMILES | V1R ag counter | M1 ag | M1 PAM | OXTR agonist | TAAR1 ag | TAAR1 antagonist | CHRM1 antagonist | OXTR potentiate | CHO parental Ca
O=C(CSc1nnc(CNC(=O)c2c(F)cccc2F)o1)Nc1ccc2c(c1)OCCO2 | 0.5 | -2 | 17 | -0.1 | 0 | 4 | -14 | 2 | -7
Cc1nc(CS(=O)(=O)c2ccccn2)sc1C(=O)NNC(=O)c1ccccc1 | -0.4 | -2 | 2 | 0.6 | 0 | 1 | -2 | 0 | -15
CNC(=S)N(Cc1ccccc1)Cc1cccnc1 | 0.5 | -1 | 2 | 3.4 | 4 | -3 | 3 | -1 | -4
C/C(CCC(C)C)=N\NS(=O)(=O)c1ccc(C)c([N+](=O)[O-])c1 | 0.0 | -5 | 5 | -0.6 | 1 | -26 | -25 | -4 | -11
Fc1cccc(C2CC(c3cccc(Br)c3)Nc3nnnn32)c1 (stereo not given) | 3.1 | 0 | 4 | 6.2 | 8 | 13 | -7 | -10 | -18
O=C(CCl)Nc1ccccc1C(=O)c1ccccc1 | -1.4 | -6 | 4 | -1.4 | -1 | 13 | -3 | -8 | -21
CCN(C(=O)COC(=O)c1cc(OC)c(OC)cc1[N+](=O)[O-])C1CCS(=O)(=O)C1 (stereo not given) | 0.6 | -6 | 10 | -0.1 | 0 | -8 | -5 | -20 | -6
O=C1OC(Nc2cc(Br)cc3cccnc23)c2ccccc21 (stereo not given) | 0.3 | -1 | 10 | -1.0 | 5 | -21 | -13 | -6 | 4
Nc1nc(CN2CCc3ccccc3C2)nc(Nc2ccccc2)n1 | 1.8 | -8 | 12 | -1.3 | 59* | 19 | -22 | 4 | -18
COCCN(CCOC)c1ncc(Cl)c(C(=O)c2c(C)cc3ccccn23)n1 | -0.6 | -4 | 9 | -1.8 | 0 | 0 | -18 | -3 | -24
